Source: PubChem
ASM inhibitor: blocks human secretory acid sphingomyelinase; P17405; placental ASM, HMU-PC fluorogenic substrate, 60 min; Potency, µM (highest dose often 57.5 µM), for inactives: at the top dose activity change, negative = inhibition, usual class: inhibitors; 0.006% of 340,000 active; note: potency is the fitted concentration of half-maximal effect
Target sequence (P17405 47-631 limits assumed): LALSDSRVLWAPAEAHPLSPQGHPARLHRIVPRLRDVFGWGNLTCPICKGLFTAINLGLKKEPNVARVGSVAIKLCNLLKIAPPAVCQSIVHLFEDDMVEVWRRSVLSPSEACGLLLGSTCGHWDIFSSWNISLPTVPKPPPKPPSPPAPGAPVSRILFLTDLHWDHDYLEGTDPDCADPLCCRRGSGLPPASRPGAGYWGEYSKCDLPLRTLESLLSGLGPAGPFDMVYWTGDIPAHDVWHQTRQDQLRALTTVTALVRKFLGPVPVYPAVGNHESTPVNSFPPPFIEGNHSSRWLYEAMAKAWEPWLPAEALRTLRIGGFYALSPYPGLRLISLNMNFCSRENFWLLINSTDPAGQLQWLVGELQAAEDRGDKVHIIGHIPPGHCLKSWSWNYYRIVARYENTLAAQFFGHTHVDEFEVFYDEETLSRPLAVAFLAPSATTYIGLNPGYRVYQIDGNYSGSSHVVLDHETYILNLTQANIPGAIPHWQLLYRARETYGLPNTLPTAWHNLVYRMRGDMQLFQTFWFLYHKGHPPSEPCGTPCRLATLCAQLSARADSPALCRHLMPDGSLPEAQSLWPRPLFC
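Human placenta-derived ASM preincubated with compound 10 min at room temperature, then reacted with 9 uM (final) fluorogenic HMU-PC substrate for 60 min at 37 C. Stop solution raises pH to 10; fluorescence read at Ex 386/Em 447 nm.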
Chronic BCR inh: chronic active BCR signaling inhibition; ABC-DLBCL IkBa-CBG/CBR reporter, luminescence ratio, 4 h; Potency, µM (doses to about 46.1 µM), for inactives: at the top dose ratio change, negative = lower green/red ratio, most hits filed as inhibitors; 0.05% of 340,000 active; active = well fitted inhibition curve with a large enough effect in the signal ratio, with a control signal flat, not every such curve was filed as active; inconclusive = small, poorly fitted or top-dose-only effect, or effect the other way, or a change in a side signal; the % refers to the signal ratio;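 note: potency is the fitted concentration of half-maximal effect; plate controls were basal doxycycline-induced cells for no effect and cells given 10 µM MG132 for full effect; MG132 reads +100%, hits lower the ratio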
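Compounds up to 46 uM were incubated four hours with TMD8 cells whose green CBG68 luciferase is fused to IkappaBalpha; red CBR luminescence normalised the signal, and concentration-effect curves were fitted to fusion, red and ratio data.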
A-T KAP1 phos: potential ataxia-telangiectasia treatments restoring KAP-1 phosphorylation; 0.19% of 320,000 active; AID 485349; Potency, µM (top dose mostly 57.5 µM), without a hit: top-dose activation, most hits filed as activators; […] A-T fibroblasts, KAP-1 phosphorylation AlphaLISA; neocarzinostatin DNA damage 30 min before lysis; note: potency is the fitted concentration of half-maximal effect; % of control where 0% means no effect; nearly all actives have a fitted effect of over 45% in size
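hTERT-immortalized A-T patient fibroblasts ([…]), 500 cells/well in OPTI-MEM, 1% FBS, got compounds for 60 min, then NCS for 30 min at 37C. Lysates were then assayed for phospho-KAP-1 by AlphaLISA (anti-pKAP1 donor, anti-KAP1 acceptor beads), 6 hr at 25C.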
TSHR antag: blocks TSH signaling through the human TSH receptor | activity change, negative = inhibition, % at 11.5 µM | 0.2% of 330,000 active | AID 504810 | TSHR-expressing cells, TSH-stimulated cAMP HTRF, 2 h; hits give low values | P16473;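 active = activity change below a set negative limit, meaning inhibition stronger than a set level, cut at about -70% in these data; inconclusive = activity change between two set negative limits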; note: % is set by controls: 0 for no effect and ±100 for the full control effect
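TSHR-expressing cells, 200/well, pre-treated with compound, then stimulated with EC80 TSH (4nM final) for 2 hours at 37 deg C. cAMP measured by competitive HTRF: anti-cAMP cryptate antibody in lysis buffer plus cAMP-d2, read after 30 minutes at room temperature.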
TCR act: activates T cell receptor signaling | AID 504894 | Potency, µM (doses to about 9.22 µM), for the others: at the highest dose activation of IL-2 secretion, usual class: activators | primary human leukocytes, anti-CD3, IL-2 HTRF, 48 h | 330,000 tested, under 10 active; note: % of control where 0% means no effect
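IL-2 produced over 48 hr by a-CD3 bead-stimulated primary human leukocytes exposed to compounds was detected with a homogeneous time-resolved FRET immunoassay, 665nm acceptor signal after 320nm excitation.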
Mito fusion act: inhibitors of mitochondrial division or activators of mitochondrial fusion; S. cerevisiae fusion-defective mutant growth rescue, CellTiterGlo 48 h; Potency, µM (titrated, usually from 46.1 µM), for the others: at the top dose growth rescue (activation), usual class: activators; 0.23% of 320,000 active; AID 485298;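 note: potency is the fitted concentration of half-maximal effect; % of control where 0% means no effect; nearly all actives have a fitted effect of over 45% in size; temperature-sensitive fusion mutants such as fzo1-1 at 37 °C on non-fermentable ethanol glycerol medium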
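Growth-rescue viability read-out: after 48 h at the non-permissive 37C in glycerol/ethanol YPEG, yeast mitochondrial fusion mutants are measured by CellTiterGlo luminescence; compounds (23 nl pinned per well) restoring growth score as division inhibitors or fusion activators.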
ELG1 DNA repair: ELG1-dependent DNA repair inhibition | HEK293T ELG1-luciferase reporter, luminescence, 16 h; DNA damage induced by 5-fluorouridine | Potency, µM (top dose mostly 46.1 µM), without a hit: top-dose activity change, negative = inhibition, usual class: inhibitors | 2.3% of 330,000 active | AID 504467; note: potency is the fitted concentration of half-maximal effect; % is set by controls: 0 for no effect and ±100 for the full control effect; nearly all actives have a fitted effect of over 55% in size
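5-Fluorouridine DNA damage + compound/DMSO, 2,000 cells/well, 16 h, 37 °C/5% CO2. ONE-Glo, 30 min RT, luminescence. Readout = decrease in reporter signal.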
Eya2 phos inh: Eya2 (human) phosphatase inhibition. recombinant Eya2, OMFP fluorescence dephosphorylation (OMFP is methylfluorescein phosphate). Potency, µM (highest dose often 76.9 µM), inactives show at the highest dose activity, negative = inhibition, most hits filed as inhibitors. 0.006% of 330,000 active; note: potency is the fitted concentration of half-maximal effect; % is set by controls: 0 for no effect and ±100 for the full control effect
Target sequence (O00167 whole entry, looked up): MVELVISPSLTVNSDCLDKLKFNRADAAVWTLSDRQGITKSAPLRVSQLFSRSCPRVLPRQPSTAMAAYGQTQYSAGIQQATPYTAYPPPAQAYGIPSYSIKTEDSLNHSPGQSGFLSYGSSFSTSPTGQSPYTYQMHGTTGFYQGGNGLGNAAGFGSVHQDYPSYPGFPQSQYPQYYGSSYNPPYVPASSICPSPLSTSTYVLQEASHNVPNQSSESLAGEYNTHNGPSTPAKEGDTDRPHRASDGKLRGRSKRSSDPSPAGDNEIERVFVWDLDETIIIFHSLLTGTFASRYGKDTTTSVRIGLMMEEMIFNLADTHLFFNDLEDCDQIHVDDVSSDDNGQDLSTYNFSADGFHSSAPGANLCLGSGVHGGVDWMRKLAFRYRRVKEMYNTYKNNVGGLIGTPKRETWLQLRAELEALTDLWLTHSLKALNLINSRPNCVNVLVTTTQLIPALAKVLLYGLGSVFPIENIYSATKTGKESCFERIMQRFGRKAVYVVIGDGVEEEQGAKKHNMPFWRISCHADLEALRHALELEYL
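Eya2 (0.2 uM) preincubated 10 min at ambient with compound, then OMFP substrate added at 50 uM; 10 min reaction in 50 mM HEPES pH 7.5, 50 mM NaCl, 5 uM MgCl2, 0.05% BSA, 1 mM DTT. Fluorescence read at Ex 485/Em 525 nm.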
PTAP TSG101 blk: blocks PTAP/TSG101 interaction to inhibit HIV-1 budding; Q99816; Fluorescence polarization, FITC-PTAP peptide / Tsg101 binding; Potency, µM (series often up to 115 µM), without a hit: top-dose activity change, negative = inhibition, actives largely listed as inhibitors; 340,000 tested, under 10 active; AID 493005; active = well fitted inhibition curve with a large enough effect in the main read-out, with a control signal flat, not every such curve was filed as active; inconclusive = small, poorly fitted or top-dose-only effect, or effect the other way, or a change in a side signal; inactive = no such curve, though single readings can be large or run the other way; note: potency is the fitted concentration of half-maximal effect; % of control where 0% means no effect
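Tsg101 binding domain (10 uM final) was mixed with compound and a FITC-labeled PTAP peptide (50 nM final) in HEPES pH 7.5 buffer with NaCl, Tween 20, EDTA and TCEP; fluorescence polarization was read after 20 min at r.t.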
Integrin act MD: activates integrin-mediated alleviation for muscular dystrophy | 0.064% of 350,000 active | alpha7betagal myoblasts, beta-gal FDG fluorescence, 48 h | AID 624291 | Potency, µM (series often up to 38.3 µM), for the others: at the top dose activation, actives largely listed as activators;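 note: potency is the fitted concentration of half-maximal effect; 100% = response of the positive control SU9516; nearly all actives have a fitted effect of over 60% in size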
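Alpha7betagal+/- myoblasts (passage 13) were plated 16-24 hr, then exposed to compounds (1:260 dilution of DMSO stock) for 48 hours at 37C. After MPER lysis, β-galactosidase reporter activity was read as FDG fluorescence (ex 480/em 540) after 30 minutes.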
Tb PFK inh: T. brucei PFK enzyme inhibition; O15648; 0.17% of 330,000 active; AID 485367; Potency, µM (titrated, usually from 57.5 µM), for inactives: at the top dose activity, negative = inhibition, actives largely listed as inhibitors; T. brucei PFK, ADP-Glo luminescence;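 note: potency is the fitted concentration of half-maximal effect; 0% = uninhibited 1x PFK enzyme wells and -100% = no-enzyme wells; nearly all actives have a fitted effect of over 60% in size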
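Compounds were pin-transferred as a titration series up to 57 uM into substrate buffer (0.5 mM F6P, 0.1 mM ATP, pH 8.0), then 1.25 nM PFK was added and reactions ran 45 min before ADP-Glo detection.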
An asterisk follows results filed as active; u = inconclusive; x = no result given; [ ] = remark or other dose. Unless noted, calls come from the whole dose curve; as a rule, active = well fitted curve in the direction sought with a large enough effect; inconclusive = small, poorly fitted or top-dose-only effect, or another doubt; inactive = no such curve, though single readings can be large; an effect the other way counts as inactive or inconclusive.

SMILES	ASM inhibitor	Chronic BCR inh	A-T KAP1 phos	TSHR antag	TCR act	Mito fusion act	ELG1 DNA repair	Eya2 phos inh	PTAP TSG101 blk	Integrin act MD	Tb PFK inh
Cc1cc(NS(=O)(=O)c2ccc(NC(=O)N[C@H](C(=O)O)C(C)C)cc2)no1	7.2%	-1.3%	4.4%	1.4	-1.1%	8.5%	14.5%	-3.1%	-6.6%	36.8%	-4.5%
CNc1nc(Cl)c(SC)c(NCc2ccc(F)cc2)n1	-5.4%	u	11.4%	-12.2	-5.5%	6.0%	12.8%	1.9%	-0.1%	11.6%	2.0%
O=C1N=C(N2CCOCC2)CS1	0.2%	2.0%	-2.0%	7.9	-2.1%	1.6%	0.8%	11.9%	-6.6%	44.1%	-3.0%
COc1cc(OC)c(OC)cc1/C=C1/Cc2ccccc2C1=O	40.0%[activator]	-14.5%	-13.3%	-10.2	1.7%	8.4%	8.2%	1.3%	u	-20.6%	7.7%
CCCCCC(=O)Nc1cccc(C2=NOC3(C2)C[C@@H](C(N)=O)N(C(=O)Cc2ccc([N+](=O)[O-])cc2)C3)c1 (stereo not given in full)	-6.7%	-4.1%	22.6%	1.2	-1.7%	16.9%	13µM*	9.4%	-2.7%	0.6%	-19.0%
Cc1ccc(S(=O)(=O)/N=C(/c2ccccc2)N2CCOCC2)cc1	0.5%	2.4%	-1.3%	-2.5	0.6%	6.2%	9.0%	6.4%	2.2%	17.2%	-1.9%
CC(=O)c1cccc(N(CC(=O)Nc2ccccc2C(=O)N2CCCC2)S(C)(=O)=O)c1	2.6%	-3.6%	7.6%	3.0	-1.3%	-1.6%	10.4%	3.8%	-1.7%	-25.9%	0.0%
COc1cc(-c2cccs2)cc(=O)c2c(C)oc(C)c12	-8.7%	u	3.6%	-10.3	3.0%	-0.6%	-15.7%	1.6%	-8.9%	23.4%	8.5%
COc1ccc(-c2noc(CCCC(=O)NC3CCCC3)n2)cc1OC	5.7%	1.2%	3.8%	-4.1	-6.1%	-13.8%	-29.0%	5.0%	-3.7%	-10.9%	0.9%
Cc1ccc(S(=O)(=O)CCC(=O)O)cc1C	2.0%	u	x	-4.3	-1.6%[46.1 µM]	-4.3%	10.7%	-5.8%	-3.4%	10.4%	-3.9%
COc1ccc2nc(NC(=O)c3cc(C)oc3C)sc2c1	4.3%	u	-2.2%	0.9	3.9%[46.1 µM]	0.1%	u	-23.5%	-8.2%	10.8%	0.4%
Cc1ccc(C(=O)NCCCNC(=O)c2cccnc2)cc1	2.9%	-5.0%	3.2%	7.1	-2.7%	-5.0%	u	1.2%	-2.0%	-8.1%	-0.5%
CC1(C)C(=O)Nc2ccccc2N1C(=O)COC(=O)CCSc1ccccc1	-0.4%	3.2%	6.4%	5.1	-2.9%	3.3%	-2.6%	-0.7%	-5.2%	27.1%	0.1%
C=CCn1c(O)c(C2=c3ccccc3=NC2=O)c2ccccc21	-11.1%	u	-10.1%	18.0	1.0%	-29.0%	-14.2%	-6.0%	-4.8%	-55.1%[inhibitor]	-14.2%
Fc1ccc(OCc2nn[nH]n2)c(F)c1	3.2%	5.7%	0.4%	1.6	x	-1.0%	-4.1%	-5.9%	-5.5%	u	-4.0%
COC(=O)[C@H](Cc1ccccc1)NC(=O)[C@@H]1C[C@H]1[C@@H](NC(=O)OCc1ccccc1)c1ccccc1	0.9%	-0.1%	14.8%	1.8	14.0%	-1.5%	24.2%	-3.2%	6.4%	-1.5%	3.9%
Cc1ccc2c(c1)C1CN(C)CCC1N2S(=O)(=O)c1cc(C(F)(F)F)ccc1Cl (stereo not given)	2.7%	-0.5%	-2.4%	-13.4	0.8%	-1.8%	5.7%	-15.0%	-8.0%	u	-3.1%
COc1cccc(C2C(C(=O)NCc3ccccc3)=C(C)Nc3ncnn32)c1 (stereo not given)	24.2%	2.4%	0.5%	-5.4	4.8%	0.5%	12.7%	-2.0%	-1.4%	-11.0%[7.66 µM]	-0.1%
O=C(NNC(=O)c1ccc(Br)s1)c1cccc(S(=O)(=O)N2CCCC2)c1	-0.9%	5.0%	-4.9%	-7.6	-6.3%	-4.0%	-4.8%	17.2%	-0.4%	4.2%	-7.0%
CCN(C(=O)CSc1nnc(-c2ccccc2C)n1C)c1c(N)n(Cc2ccccc2)c(=O)[nH]c1=O	2.9%	u	0.5%	18.1	-8.6%	3.0%	2.2%	-2.5%	-1.2%	-0.8%	-0.8%
CS(=O)(=O)N1CCc2cc(S(=O)(=O)NCCNS(=O)(=O)c3ccc4c(c3)CCN4S(C)(=O)=O)ccc21	-3.5%	-6.6%	18.4%	9.2	-17.4%	8.8%	-7.8%	-2.4%	-1.7%	-5.9%	-2.6%
COc1ccc(CCNC(=O)c2c(C)nn(-c3ccccc3)c2Cl)cc1	-2.4%	0.0%	6.9%	-2.6	-3.7%	-3.4%	-4.4%	4.7%	-4.3%	-1.2%	0.1%
Cc1ccc(Cl)cc1NC(=O)C1CC1c1ccccc1 (stereo not given)	0.2%	u	6.8%	-2.7	-2.6%	6.3%	-25.6%	0.2%	-1.6%	4.3%	0.4%
O=C1CCCc2c1cnc1ncnn21	1.2%	-5.5%	-7.9%	10.8	-5.0%	0.7%	10.4%	-2.1%	-1.9%	16.0%	-17.7%
C=CCNC(=O)c1cccc(OC2CCN(CC(C)(C)C)CC2)c1	-0.1%	0.7%	-13.3%	-4.9	1.4%	1.1%	-5.1%	-2.5%	-1.5%	0.0%	0.0%
CC(NC(=O)c1ccccc1Cl)c1nnc(SCC(=O)Nc2ccc(C(=O)O)cc2)n1C (stereo not given)	-1.6%	-20.1%	x	-5.4	1.3%[46.1 µM]	0.8%	12.5%	-0.7%	-1.1%	-16.9%	-0.3%
COc1ccc2oc(C(=O)OCC(=O)Nc3ccc(C(=O)N(C)C)cc3)c(C)c2c1	1.9%	0.8%	9.4%	-12.4	4.5%	-1.0%	u	4.8%	-3.9%	-12.0%	0.2%
CCS(=O)(=O)c1cc([N+](=O)[O-])c(Sc2ccccc2NC(C)=O)s1	-3.3%	u	7.6%	8.9	2.2%	-3.2%	u	4.8%	-2.1%	3.5%	0.7%
O=C(Cn1cnc2scc(-c3ccc(Br)cc3)c2c1=O)N1CCOCC1	1.0%	-6.1%	0.2%	0.3	6.6%	2.8%	-26.3%	-1.9%	2.9%	7.2%	4.7%
CC1Cc2ccccc2N1CC(=O)NC(=O)NC1CCCCC1 (stereo not given)	-1.2%	-2.4%	4.3%	-1.6	-5.6%	3.9%	2.9%	-4.6%	-0.9%	-47.2%[inhibitor]	-1.3%
CCNC(=S)Nc1ccc(NC(=O)c2ccccc2O)cc1	-0.7%	0.2%	5.6%	2.1	6.3%	-1.0%	-6.5%	-4.8%	-4.7%	22.8%	0.6%
Cc1ccccc1Nc1nc(N)nc(CSc2nnnn2C)n1	6.0%	0.5%	-0.8%	15.0	-1.0%	-5.4%	u	24.2%	-2.7%	0.0%	0.8%
CC(C)(Oc1ccc(Cl)cc1)C(=O)NC1CCCCC1	-1.2%	-0.6%	13.7%	-8.0	1.9%	26.3%	11.7%	-4.6%	-0.5%	28.9%	4.4%
O=C(C1=C[C@H](c2coc3ccccc3c2=O)C[C@H](OCc2ccc(CO)cc2)O1)N1CCOCC1	-3.2%	0.6%	-8.6%	-7.0	0.7%	-2.8%	-9.7%	7.5%	x	14.7%	-1.4%
COc1ccc(-c2nn(CC(=O)NCCc3ccccc3)c(=S)n2C)cc1	-1.9%	0.4%	6.1%	-0.9	2.3%[46.1 µM]	-0.5%	-21.0%	1.2%	-0.4%	-48.2%[inhibitor]	2.4%
Cc1cc2nnc(SC(C)C)n2c2ccccc12	-0.7%	u	-5.5%	-25.3	4.6%[46.1 µM]	22.5%	8.9%	-12.6%	-1.2%	21.4%	-9.6%
CCC(C(=O)Nc1nnc(-c2ccco2)s1)c1ccccc1 (stereo not given)	-2.5%	-0.6%	1.9%	-8.4	-1.0%	8.2%	17.9%	-3.8%	-1.3%	-17.0%	3.5%
